OXTR ag = activates the human oxytocin receptor; CHO-OTR cells, Fluo-8 calcium fluorescence; normalized: DMSO 0%, oxytocin 100%; P30559; AID 2435; activation, % at 3 µM; 0.32% of 320,000 active;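 active = activation above the mean of all tested compounds plus 3 SD, cutoff set per screening run, cut at about 20% in these data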;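 note: peak over basal fluorescence ratio from a 100 s FLIPR kinetic read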
PfM18AAP inh = blocks P. falciparum M18 aspartyl aminopeptidase. inhibition, % at 7.35 µM. 1.2% of 290,000 active. recombinant PfM18AAP, H-Glu-NHMec fluorogenic cleavage. AID 1822;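 active = inhibition above the campaign mean inhibition over all tested compounds plus 3 SD, cut at about 28% in these data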;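 note: 0% = plate median of test compound wells and 100% = 2 mM ZnCl2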
MEKK2 WT-MEK5 = raises or lowers MEK5 binding to wildtype human MEKK2 PB1 domain. Q9Y2U5. bead flow cytometry, Alexa488-MEK5 binding to MEKK2 WT; actives lie on both sides. 1.1% of 290,000 active. binding response (% of control), % at 10 µM; in the data active = binding response below about 67% or above about 130%
GPR7 antagonist = blocks human GPR7 receptor signaling. P48145. GPR7-expressing cells, fluorescence antagonist assay. inhibition, % at 4.4 µM. 1.1% of 290,000 active; in the data active = inhibition above about 16%, passing the limit was not always enough;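 note: cells stimulated with the agonist NPW; 0% = agonist with vehicle and 100% = vehicle without agonist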
Target sequence (P48145 whole entry, looked up): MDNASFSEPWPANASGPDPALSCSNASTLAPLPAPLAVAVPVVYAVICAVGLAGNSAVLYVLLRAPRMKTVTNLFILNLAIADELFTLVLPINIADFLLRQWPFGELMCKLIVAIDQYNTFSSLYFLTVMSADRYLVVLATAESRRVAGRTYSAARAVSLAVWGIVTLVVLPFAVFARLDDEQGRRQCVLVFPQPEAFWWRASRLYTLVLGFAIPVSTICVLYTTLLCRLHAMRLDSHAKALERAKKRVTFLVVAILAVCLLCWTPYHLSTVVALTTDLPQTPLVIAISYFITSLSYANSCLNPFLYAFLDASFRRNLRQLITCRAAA
NALP1 inh = inhibitors of NALP1 inflammasome in yeast; AID 2071; 0.61% of 280,000 active; inhibition, % at 10 µM; S. cerevisiae NALP1/ASC/caspase-1 growth, X-gal OD620, 72 h; in the data active = inhibition mostly above about 24%, no sharp cut-off; inactive = mostly below about 32%; note: some compounds called inactive have numbers as strong as hits
MEKK3 PB1 HTS = raises or lowers MEK5 binding to the human MEKK3 PB1 domain | Q99759 | bead-based flow cytometry, Alexa488-MEK5 binding to MEKK3; actives lie on both sides; 0 = blocked by unlabeled MEK5, 100 = vehicle | binding response (% of control), % at 10 µM | 1.4% of 290,000 active | AID 1529;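 active = binding response more than 3 SD above or below the average of its plate-row segment, actives on both sides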;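 note: Alexa488 bead fluorescence after subtracting the streptavidin-only scavenger bead signal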
Target sequence (Q99759 whole entry, looked up, the tested form may be a part): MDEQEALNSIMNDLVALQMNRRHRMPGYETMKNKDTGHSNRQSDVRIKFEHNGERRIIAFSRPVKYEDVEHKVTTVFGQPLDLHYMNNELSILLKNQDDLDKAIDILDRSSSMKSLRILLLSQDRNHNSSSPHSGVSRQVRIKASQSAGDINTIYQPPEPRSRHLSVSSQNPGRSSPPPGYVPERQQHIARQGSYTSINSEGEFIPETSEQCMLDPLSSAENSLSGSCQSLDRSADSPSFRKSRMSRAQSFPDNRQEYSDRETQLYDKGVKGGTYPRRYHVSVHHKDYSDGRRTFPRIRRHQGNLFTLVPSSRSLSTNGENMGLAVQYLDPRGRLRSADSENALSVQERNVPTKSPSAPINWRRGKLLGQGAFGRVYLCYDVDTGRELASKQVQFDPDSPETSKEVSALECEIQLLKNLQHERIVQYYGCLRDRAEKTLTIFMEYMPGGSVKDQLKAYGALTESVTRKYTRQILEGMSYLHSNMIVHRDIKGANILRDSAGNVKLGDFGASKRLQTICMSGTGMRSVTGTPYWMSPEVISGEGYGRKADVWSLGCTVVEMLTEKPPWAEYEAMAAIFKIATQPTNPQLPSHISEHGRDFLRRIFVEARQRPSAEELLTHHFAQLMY
MEKK2mut PB1 HTS = signal of MEK5 binding to mutant human MEKK2 PB1 domain. bead flow cytometry, Alexa488-MEK5 binding to MEKK2 mutant. 0.35% of 290,000 active. percent response, % at 10 µM; in the data active = percent response above about 24%, passing the limit was not always enough; note: inactives centre near 1; some results filed as inactive read as strong as hits; reference of the scale not given here
PHOSPHO1 block = blocks human PHOSPHO1 phosphatase activity; Q8TCT1; recombinant PHOSPHO1, absorbance phosphatase assay; inhibition, % at 13.3 µM; 1.1% of 290,000 active; in the data active = inhibition above about 60%
FID counter = fluorescent intercalator displacement, NS3 helicase counter-screen | 0.17% of 290,000 active | AID 1845 | inhibition, % at 7.9 µM | DNA fluorescent intercalator displacement, fluorescence; in the data active = inhibition above about 37%;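 note: 0% = vehicle and 100% = reference compound; higher means more ethidium bromide displaced from hairpin DNA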
Active calls of the source: *; x = no result given.

smiles	OXTR ag	PfM18AAP inh	MEKK2 WT-MEK5	GPR7 antagonist	NALP1 inh	MEKK3 PB1 HTS	MEKK2mut PB1 HTS	PHOSPHO1 block	FID counter
Cc1ccc(Sc2nc([N+](=O)[O-])nn2C)cc1	-1.6	-1	107	-1	31	100	15	-16	1
O=C(CCCOc1ccc(Cl)cc1)NC1CCCCC1	-1.4	0	100	0	21	103	0	8	-24
O=C(CNC(=O)c1ccccc1)OCc1nc2ccccc2s1	-0.6	-3	108	-6	34	107	3	-16	-4
Cc1cc(-c2ccc(S(=O)(=O)N3CCN(c4ccc(F)cc4)CC3)s2)on1	-0.4	2	101	14	-3	99	5	49	-11
O=C(NC1CCCCC1)/C(=N\O)c1ccccn1	1.0	6	98	-9	-2	99	2	7	0
CN(C(=O)COc1cc(C(F)(F)F)nn1C)c1ccccc1	0.1	6	102	-2	-5	100	4	50	-5
COc1ccc(NC(=O)Cc2nnc(SCC(=O)Nc3ccc(F)cc3)n2C)cc1	-0.4	5	103	3	8	101	1	20	-17
O=C1c2c(O)cc(O)cc2O[C@@]12c1c(cc(O)c3c1O[C@H](c1ccc(O)cc1)[C@@H](O)C3)O[C@@H]2c1ccc(O)cc1	-0.9	24	95	-13	18	86	-3	-33	-5
C=CCS(=O)(=O)N1CCCC(N(C)CCc2ccc(OC)c(OC)c2)C1 (stereo unspecified)	0.9	5	104	-10	-3	106	15	24	4
Cc1sc2ncn(CC(=O)Nc3c(F)cccc3F)c(=O)c2c1S(=O)(=O)N1CCC(C)CC1	0.1	-14	91	-3	-7	101	-7	28	0
CCOC(=O)C1(Cc2ccccc2C(F)(F)F)CCN(C2CCN(C(C)C)CC2)CC1	2.1	-1	101	-3	12	108	-13	45	45*
Cc1cccc(/C(N)=N/OC(=O)N2CCOCC2)c1	0.5	-14	90	3	18	90	-6	31	1
Nc1cc(OC(=O)c2ccc(F)cc2)nn1S(=O)(=O)c1ccccc1	-2.4	-17	104	14	8	105	6	12	-5
CC(OC(=O)CN1C(=O)c2ccccc2C1=O)C(=O)NC1CCCCC1 (stereo unspecified)	0.2	0	106	-5	19	105	4	19	-17
COC(=O)c1ccc(CSc2nc3c(c(=O)n2-c2ccccc2)SCC3)o1	-2.5	-8	109	-8	14	104	9	-3	-23
COc1cc(/C=C2\N=C(C)OC2=O)cc(Cl)c1OC(C)=O	1.3	9	100	-3	5	104	2	28	-9
COc1cccc(N(CC(=O)Nc2ccccc2C(=O)N2CCCC2)S(C)(=O)=O)c1	1.7	-8	98	-13	5	97	0	22	-14
O=C(NCc1ccccc1)/C(=C/c1ccc([N+](=O)[O-])cc1)NC(=O)c1ccco1	0.9	-4	96	-9	12	100	-4	22	0
CC(=O)Nc1ccccc1/C=C/c1ccc2c(C)ccc(O)c2n1	2.1	-11	91	0	12	94	-2	1	-11
O=C(c1cccs1)N1CCc2ccccc2C1	-0.7	-1	98	-3	1	107	-6	-12	-2
COc1ccc2nc(-c3ccco3)c(-c3ccco3)nc2c1	-0.6	22	86	3	9	87	-8	40	-17
NS(=O)(=O)c1ccc(Nc2ccccc2)c([N+](=O)[O-])c1	1.6	3	104	-2	7	101	3	30	0
CC(C)Oc1ccc(CNS(=O)(=O)c2csc(C(N)=O)c2)cc1	0.2	1	97	0	23	99	-5	26	6
O=C(NCCNc1ccc([N+](=O)[O-])cc1Cl)c1ccccc1F	2.2	7	101	34*	30	104	-1	25	5
CCOC(=O)CNC(=O)C1Cc2ccccc2CN1S(=O)(=O)c1cccs1 (stereo unspecified)	0.8	4	100	-11	-3	102	6	41	-5
Cc1cc(C)cc(C(=O)NC(CC(N)=O)c2ccc(N3CCN(c4ccccn4)CC3)c([N+](=O)[O-])c2)c1 (stereo unspecified)	-0.1	-2	97	-5	19	100	-7	25	-11
COc1ccccc1CNC(=O)C1CCCN(S(=O)(=O)c2ccc3c(c2)C(C)(C)C(=O)N3C)C1 (stereo unspecified)	-1.0	0	104	-12	8	102	2	41	-53
COCCOC(=O)C1=C(C)N=C2SCCC(=O)N2C1/C=C/c1ccccc1 (stereo unspecified)	0.0	1	100	-12	15	101	1	-4	-26
C/C(=N\NC(=O)c1cc(-c2ccncc2)nc2ccccc12)c1ccc(OC(F)F)cc1	-1.4	2	102	-6	0	104	-1	6	-4
CCc1nnc2n1N=C(c1ccccc1)CS2	-1.9	2	116	-14	18	116	13	20	2
Oc1ccc(C2Nc3cccc4cccc(c34)N2)cc1	0.0	32*	92	-14	6	93	-1	14	3
CCC(C)NS(=O)(=O)c1ccc(OCC(=O)N2CCCCC2)cc1 (stereo unspecified)	1.0	1	98	0	36	100	-1	26	-12
N=c1c2c(-c3ccccc3)c(-c3ccccc3)n(Cc3ccco3)c2ncn1CCO	2.0	1	109	13	14	96	10	12	5
Cc1cccc(OCC(=O)N2CCC(c3ccccc3)C2)c1 (stereo unspecified)	-1.4	-1	95	-2	11	92	-2	-10	-19
CC1(C)Cc2c(cnn2-c2ccccc2)C(NC(=O)C2(C(N)=O)CC2)C1 (stereo unspecified)	-0.8	1	104	-5	-8	101	5	43	-26
CN(C)CCCN(C(=O)c1cc2ccccc2oc1=O)c1nc2c(F)cccc2s1	5.8	-1	108	2	29	103	14	-8	16
Cc1ccc(-c2cc(-c3ccccc3)nc(NN)n2)cc1	-1.4	2	106	-4	-1	108	5	25	-10
CCNc1nc(NCC)n2c(SCC(=O)N(CC)C3CCCCC3)nnc2n1	-2.5	-12	97	-9	11	95	-2	0	-31
CCOc1ccc(C(=O)N2CCN(CCc3ccccc3)CC2)cc1OCC	-1.0	1	106	-4	19	105	5	41	-32
CCc1c(O)cc2n(c1=O)-c1ccccc1C2(C)C	0.5	4	107	-9	-60	105	2	10	-7

5 successive compounds from above:
smiles	OXTR ag	PfM18AAP inh	MEKK2 WT-MEK5	GPR7 antagonist	NALP1 inh	MEKK3 PB1 HTS	MEKK2mut PB1 HTS	PHOSPHO1 block	FID counter
CN(C)CCCN(C(=O)c1cc2ccccc2oc1=O)c1nc2c(F)cccc2s1	5.8	-1	108	2	29	103	14	-8	16
Cc1ccc(-c2cc(-c3ccccc3)nc(NN)n2)cc1	-1.4	2	106	-4	-1	108	5	25	-10
CCNc1nc(NCC)n2c(SCC(=O)N(CC)C3CCCCC3)nnc2n1	-2.5	-12	97	-9	11	95	-2	0	-31
CCOc1ccc(C(=O)N2CCN(CCc3ccccc3)CC2)cc1OCC	-1.0	1	106	-4	19	105	5	41	-32
CCc1c(O)cc2n(c1=O)-c1ccccc1C2(C)C	0.5	4	107	-9	-60	105	2	10	-7

The list goes on:
smiles	OXTR ag	PfM18AAP inh	MEKK2 WT-MEK5	GPR7 antagonist	NALP1 inh	MEKK3 PB1 HTS	MEKK2mut PB1 HTS	PHOSPHO1 block	FID counter
CC1(C)CC2CC(C)(CN2C(=O)CN2C(=O)c3ccccc3C2=O)C1 (stereo unspecified)	-1.3	2	105	-4	6	100	1	38	-23
Cc1cccc(OCCSc2nc3c([nH]2)c(=N)ncn3Cc2ccccc2)c1	0.3	1	103	-5	10	97	4	-17	-6
COc1cc(C)nc(N(Cc2ccccc2)S(=O)(=O)c2ccc(C)cc2)n1	0.6	-4	100	-13	x	100	-5	35	-22
Nc1ccc(NC(=O)c2ccccc2)c2c1C(=O)c1ccccc1C2=O	-0.1	-6	93	10	-4	101	0	16	2
CCOC(=O)N1CCN(C(=O)C2CCC(=O)N2C(C)C)CC1 (stereo unspecified)	0.6	-2	101	-16	-7	96	-1	21	2
COCCCNC(=O)CCC(=O)Nc1ccc2nc(N3CCOCC3)cc(C)c2c1	1.4	-5	102	-10	20	101	3	17	-9
c1ccc(NCCCNc2ccccc2)cc1	-2.1	-7	104	-14	9	102	6	-25	-11
COC(=O)c1ccccc1NC(=O)c1ccc2c(c1)OCCO2	0.0	-2	97	-6	4	101	1	34	-4
O=C(Nc1cccc(Cl)c1)N1CCN(C2c3ccccc3-c3ccccc32)CC1	8.1	3	106	-2	-5	98	3	-8	-7
NC(=O)C1=C[C@@H](c2ccccc2)C[C@@H](OCCCCO)O1	0.2	x	99	x	x	101	-2	x	x
CCN1C(=C(C#N)C#N)C=Cc2ccccc21	0.5	-14	95	1	-6	93	-8	57	-2
COc1cccc(/C(N)=N/OC(=O)Cc2ccccc2[N+](=O)[O-])c1	-1.4	4	99	-5	4	99	-2	37	-1
CCN(CC)c1ncnc2sc3c(c12)CCC3	-1.4	-1	102	3	16	102	-1	11	1
CCCCC(CC)C1OCC(CN2CCCC2)O1 (stereo unspecified)	1.5	3	99	-6	20	101	2	19	-1
C(=N\N=C\c1cccs1)/c1cccs1	-2.2	7	100	-13	-8	99	2	-24	2
COc1ccc(-c2nc3scc(-c4ccccc4)n3n2)cc1	-1.2	1	111	-15	17	107	3	-36	3
O=C1C2C3C=CC(C4CC34)C2C(=O)N1/N=C/c1ccc(-c2ccc(F)cc2[N+](=O)[O-])o1 (stereo unspecified)	3.2	-1	98	-9	-7	98	-1	23	-2
O=C(CN1C(=O)/C(=C/c2cccc(Br)c2)SC1=S)N1CCCC1	-0.5	8	112	-4	23	153*	1	7	-2
CN1CCN(c2ccc(NC(=O)c3ccc(Cl)cc3)cn2)CC1	1.9	2	111	-5	17	106	3	16	6
CCOc1ccccc1-c1cc(-c2ccc(OC)cc2)nc2c1c(=O)n(C)c(=O)n2C	-0.4	x	95	x	11	92	-8	10	x
Cc1ccc(S(=O)(=O)CCN2C=CC(C(F)(F)F)=NCC2)cc1	-0.5	3	101	-6	17	98	6	-2	0
CN1C(=S)N2CCCN2C1c1ccccc1 (stereo unspecified)	0.5	0	86	-8	x	91	-18	43	-3
Cc1c(NC2=NC(C)(C)Cc3ccccc32)c(=O)n(-c2ccccc2)n1C	1.2	-7	102	-8	21	85	10	-4	0
Cc1ccc(-c2noc(C3CCCCC3)n2)cc1	-0.4	2	97	-15	4	100	1	10	-2
COc1ccc(/C=C/C(=O)NCCOc2ccccc2OC)cc1	-1.0	3	106	1	35	105	3	2	-19
COc1ccc(CCNC(=O)C2(C)CCC(=O)N2Cc2ccc(C)cc2)cc1OC (stereo unspecified)	-2.0	-2	106	-15	6	102	4	28	-24
C(=N\Nc1ccc2ccccc2n1)/c1ccc2c(c1)OCO2	1.2	0	95	10	-15	81	-7	4	-2
Cc1ccc(C)c(C(=O)c2ccccc2NC(=O)c2ccccn2)c1	-1.4	-2	107	-2	2	104	2	34	-16
COc1ccccc1OCCn1cc(/C=C(\C#N)C(=O)NCc2cccs2)c2ccccc21	-0.1	-7	89	0	10	89	-1	-19	4
CC(C)CN(CC(C)C)C(=O)CN1C(=O)NC2(CCCc3ccccc32)C1=O (stereo unspecified)	0.9	-1	105	-14	5	107	7	50	-33
CC(=O)c1sc(Nc2nc(C)cc(C)n2)nc1C	-1.5	-11	100	-7	16	110	1	-56	-7
Cc1ccc(-n2nnc(-c3cnc4ccccc4c3)n2)cc1	-0.8	1	92	-10	0	96	-5	-29	-4
O=C(O)c1cc(S(=O)(=O)N2CCN(S(=O)(=O)c3ccccc3)CC2)ccc1Cl	0.3	-6	106	3	-4	101	3	-3	-18
FC(F)(F)c1nnc(-c2ccccc2)nc1N1CCCC1	-0.7	-1	91	-7	-3	105	-12	29	1
CCOC(=O)c1csc(NC(=O)c2cc(OC)c(OC)c(OC)c2)n1	-1.5	1	105	-10	-25	102	2	11	-10

Assay outcomes deposited in PubChem by several laboratories.
